mcGAS inh: cyclic GMP-AMP synthase inhibitors, mouse, primary biochemical chemiluminescence | Q8C6L5 | recombinant cGAS, Kinase-Glo ATP depletion luminescence | inhibition, % at 12.5 µM | 160,000 compounds, 0.15% hits;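 also: 0% = negative control wells and 100% = reference inhibitor with no enzyme activity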
hcGAS inh: Primary biochemical luminescence assay for human cyclic GMP-AMP synthase inhibitors. recombinant h-cGAS, ATP depletion, Kinase-Glo luminescence. inhibition, % at 12.5 µM. 290,000 compounds, 0.081% hits;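 also: 0% = vehicle reaction and 100% = reaction without DNA for no activity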
Target sequence (Q8N884 whole entry, looked up): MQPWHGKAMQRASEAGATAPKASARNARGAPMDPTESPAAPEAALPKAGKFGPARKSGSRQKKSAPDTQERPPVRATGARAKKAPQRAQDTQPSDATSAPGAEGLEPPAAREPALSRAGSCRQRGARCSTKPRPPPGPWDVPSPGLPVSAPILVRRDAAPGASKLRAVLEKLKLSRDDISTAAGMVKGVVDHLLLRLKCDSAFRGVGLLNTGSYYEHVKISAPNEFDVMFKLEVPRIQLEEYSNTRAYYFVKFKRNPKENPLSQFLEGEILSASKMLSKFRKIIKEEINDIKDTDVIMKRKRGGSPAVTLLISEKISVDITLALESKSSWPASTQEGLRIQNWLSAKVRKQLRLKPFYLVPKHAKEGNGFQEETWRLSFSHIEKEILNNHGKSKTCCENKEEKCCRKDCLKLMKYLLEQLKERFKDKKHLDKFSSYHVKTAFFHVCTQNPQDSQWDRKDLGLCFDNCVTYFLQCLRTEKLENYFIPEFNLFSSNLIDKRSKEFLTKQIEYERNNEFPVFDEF
NPYLR7 ag: agonists of mosquito NPYLR7 receptor, primary screen, cell-based, Aedes aegypti, calcium fluorescence, mosquito biting behavior. 270,000 compounds, 0.15% hits. activation, % at 10 µM. HEK293T NPYLR7/Galpha15, GCaMP6s calcium fluorescence. AID 1259423, 2018. Aedes aegypti neuropeptide Y-like receptor 7 (NPYLR7); in the data active = activation above about 40%;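 also: 0% = vehicle and 100% = reference agonist at the receptor; some compounds past the cut are filed as inactive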
The depositor's hits bear a star; . = not tested or not shown. Rule as the data show it, unless noted: active = inhibition above about 40%; inactive = the rest.

1	O=C(Nc1nnc(C(F)(F)F)s1)NC1CCN(CC2CC2)C1 (stereo not given)
2	CSCCC1NC(=S)N(Cc2ccnc(N3CCCC3)c2)C1=O (stereo not given)
3	CCn1c(CN(C)CC2CCCN(CCc3ccccc3F)C2)nc2ccccc21 (stereo not given)
4	O[C@@H](COc1cccc2ncccc12)CN1CCN(C2c3ccccc3[C@@H]3[C@H](c4ccccc42)C3(F)F)CC1 (stereo not given in full)
5	Clc1cccc2c1CCN(c1ncnc3c1CCNC3)C2
6	O=C(NCCN1CCOCC1)c1cc(-c2cccs2)nc2ccccc12
7	CCONC(=O)c1csc(CSc2nnc(-c3ccco3)n2-c2ccccc2Cl)n1
8	CCS(=O)(=O)N1Cc2ccccc2CC1C(=O)N=c1sc2ccccc2n1C (stereo not given)

assay / compound,1,2,3,4,5,6,7,8
hcGAS inh,-1.9,3.0,-7.4,3.5,2.6,-4.5,1.2,-5.2
NPYLR7 ag,-5.5,-9.9,5.0,-2.2,-2.8,-5.6,-15.4,-4.2
mcGAS inh,.,.,-9.2,-4.4,.,.,0.6,-14.9

A different layout for some results above.
Screens in order – hcGAS inh	NPYLR7 ag	mcGAS inh
1. O=C(Nc1nnc(C(F)(F)F)s1)NC1CCN(CC2CC2)C1 (stereo not given)
 : -1.9	-5.5	.
2. CSCCC1NC(=S)N(Cc2ccnc(N3CCCC3)c2)C1=O (stereo not given)
 : 3.0	-9.9	.

Other entries follow.
9	Cc1ccc(-c2ccccc2CN2CCN(Cc3ccsc3)C(CCO)C2)o1 (stereo not given)
10	CC(=O)OC[C@@]1(O)C[C@@]23CC[C@@H]4c5ccoc5CC[C@@]4(C)[C@@H]2CCC1C3
11	C1=C(N2CCOCC2)/C(=C/c2nc3ccccc3[nH]2)CC1
12	O=C(NCCOc1ccccc1)c1ccc(-c2cc(-c3ccc(Cl)cc3Cl)[nH]n2)cc1
13	Cc1cnc(CN2CCCN(C)C3(CCNCC3)C2)[nH]1
14	COc1ccccc1NC(=O)c1csc(Nc2cccc(C)n2)n1
15	CCOc1ccc(NC(=O)Cn2cc(OC)c(=O)cc2CSc2nc(C)cc(C)n2)cc1
16	O=C(CN1C(=O)NC2(CCCCCC2)C1=O)NCC1CCCCC1

assay / compound,9,10,11,12,13,14,15,16
hcGAS inh,-1.3,-4.0,-5.9,-7.3,-2.2,-2.1,-4.0,-5.5
NPYLR7 ag,5.5,2.5,13.6,-2.1,.,8.1,-0.9,2.4
mcGAS inh,.,-4.0,-2.1,-8.1,-4.7,.,-7.4,.

17	CCOC(=O)C(Cc1cccc(N2CCN(C(=O)c3ccccc3C(F)(F)F)CC2)c1)OC (stereo not given)
18	CCCCn1c(-c2ccc(OC)c(OC)c2)nc2ccccc21
19	CCOC(=O)c1cnc(-c2cccc(C(F)(F)F)c2)nc1NCc1cccs1
20	CCc1nc2c(OCc3ccc(C(=O)N(C)C)cc3)cccn2c1N(C)C(=O)Nc1ccccc1OC
21	Cc1ccc(C2(O)CCN(C(=O)c3ccccc3-c3ncc[nH]3)CC2)nc1
22	CCOC(=O)c1sc(NC(=O)c2ccc(C)o2)nc1C
23	COCCCN(CC(=O)N(CCc1c[nH]c2ccccc12)Cc1ccc(OC)c(OC)c1)C(=O)c1cc(OC)cc(OC)c1
24	CCc1ccc(Cn2ccc3c(-c4ccc(OC)c(OC)c4)c(OC(=O)N(CC)CC)ccc32)cc1

assay / compound,17,18,19,20,21,22,23,24
hcGAS inh,-1.5,-2.7,-0.3,-2.4,-6.4,-9.6,-0.1,-6.9
NPYLR7 ag,1.7,-5.5,-6.1,3.5,8.0,0.0,-2.0,12.4
mcGAS inh,-5.6,-6.3,-5.0,-1.0,-19.2,-5.9,-2.9,-7.8

25	O=C(NCCc1cnc2ccccn12)c1cc2n(n1)CCNC2
26	Cc1cc(C)cc(C(=O)Oc2coc(CSc3nc(C)cs3)cc2=O)c1
27	CCCCCCn1c(CN2CCN(c3ccc(F)cc3)CC2)nc2c1c(=O)n(C)c(=O)n2C
28	COc1cccc(C(CN2CCN(C(=O)NCC3CCCCC3)CC2)OCc2ccc(C#N)cc2)c1 (stereo not given)
29	CCCCCOc1ccc(C(=O)N(C)C2CCN(C)CC2)cc1OCCCCC
30	CCN(CC)S(=O)(=O)c1cc(C(=O)Nc2cc(F)cc(F)c2)n(C)c1
31	CCCC(=O)N1CCC1(C)C(=O)NS(=O)(=O)c1cc2c(cc1C)CCCS2(=O)=O (stereo not given)
32	O=C(Nc1nnc(-c2ccccn2)s1)C1CCCCC1C(F)(F)F (stereo not given)

assay / compound,25,26,27,28,29,30,31,32
hcGAS inh,-8.1,-6.2,-3.2,-4.9,-8.2,-6.7,-16.4,-9.7
NPYLR7 ag,6.1,1.9,8.5,-2.5,-5.8,-5.5,-1.1,1.2
mcGAS inh,.,-4.0,.,-6.1,.,.,.,.

33	CCOc1ccc(C(=O)C2CC(=O)Nc3c2c(C2CC2)nn3C)cc1OCC (stereo not given)
34	CC(=O)NC(C)(c1ccccc1)c1nc(-c2cncnc2)cs1 (stereo not given)
35	O=c1[nH]c2ccc(Cl)cc2c(-c2ccccc2)c1Oc1cccc2cccnc12
36	CCCc1nc2n(n1)C1(CCCCC1)[C@@H]1CCCC[C@@H]1N2
37	CCN(Cc1ccncc1)C1CCCN(C(=O)c2cnn(Cc3ccccc3)c2)C1 (stereo not given)
38	CC(C)S(=O)(=O)Oc1ccc(CN(Cc2ccc(F)cc2)C(=O)C2CCC2)cc1
39	CC(C)c1cc(=O)[nH]c(-n2nc(-c3cccs3)cc2NC(=O)c2cc3ccccc3o2)n1
40	O=C(CCc1cccnc1)N1CCc2ccc(Br)cc21

assay / compound,33,34,35,36,37,38,39,40
hcGAS inh,-6.4,-9.5,-7.4,-7.8,-6.2,-6.1,-9.2,-6.0
NPYLR7 ag,-4.9,5.1,4.8,.,0.8,.,-2.1,17.6
mcGAS inh,.,.,.,-5.3,-9.2,-11.9,.,-14.3

41	CCOC(=O)C1(Cc2ccccc2Cl)CCN(S(=O)(=O)c2cc(C)cs2)CC1
42	COc1ccccc1Oc1cc(N(C)Cc2ccccc2)ncn1
43	COc1ccc(CNC(=O)C2(C)CCCN(C(C)C)C2)cc1 (stereo not given)
44	Cc1nc2sccn2c(=O)c1NC(=O)c1ccc(S(=O)(=O)N(C)C)cc1
45	CCCCCCc1ccc(C(=O)Oc2ccccc2-c2nc3ccc(Br)cn3c2NCc2ccccc2)cc1
46	Oc1oc(-c2ccc(Cl)cc2)nc1C=Nc1cccc2ccccc12
47	O=S(=O)(c1ccc(Cl)cc1)N1CCN(Cc2ccc(O)c3ncccc23)CC1
48	CN(C)CCN(C(=O)C1CCCCC1)c1nc2ccccc2s1

assay / compound,41,42,43,44,45,46,47,48
hcGAS inh,0.3,-0.2,-12.5,-2.0,-7.4,-2.4,-4.5,-5.2
NPYLR7 ag,-0.4,.,-0.4,2.4,.,-4.7,-2.5,-3.2
mcGAS inh,-0.7,-2.8,.,-8.3,-5.7,.,.,-8.8

49	C=CCNC(c1ccccc1)c1ccccc1
50	COc1ccc(N2C(=O)CC(N3CCN(CCO)CC3)C2=O)cc1 (stereo not given)
51	CC1CCCN(CC(=O)NCCN2C(=O)C(=Cc3ccc4c(c3)OCO4)SC2=S)C1 (stereo not given)
52	Cc1sc2nc(C(C)C)nc(N3CCN(C(=O)N(C)C)CC3)c2c1C
53	Brc1ccccc1C=NNc1nncc2ccccc12
54	O=C(CNCCC1=CCCCC1)Nc1cnccn1
55	O=C(NCC(=O)N1CCOC(COc2cccc(C(F)(F)F)c2)C1)c1ccco1 (stereo not given)
56	CCN(CC(=O)N1CCc2sccc2C1c1ccccc1C)S(=O)(=O)c1ccc(Cl)cc1 (stereo not given)

assay / compound,49,50,51,52,53,54,55,56
hcGAS inh,-17.7,-2.9,1.9,-5.5,-5.3,0.7,3.8,-2.1
NPYLR7 ag,6.6,0.4,0.2,-16.3,4.0,.,8.2,0.2
mcGAS inh,-6.9,-3.5,-1.3,-3.5,-8.0,-2.5,0.7,-1.6

Exported tab-delimited: part of the list above.
entry	SMILES	hcGAS inh	NPYLR7 ag	mcGAS inh
46	Oc1oc(-c2ccc(Cl)cc2)nc1C=Nc1cccc2ccccc12	-2.4	-4.7	.
47	O=S(=O)(c1ccc(Cl)cc1)N1CCN(Cc2ccc(O)c3ncccc23)CC1	-4.5	-2.5	.
48	CN(C)CCN(C(=O)C1CCCCC1)c1nc2ccccc2s1	-5.2	-3.2	-8.8
49	C=CCNC(c1ccccc1)c1ccccc1	-17.7	6.6	-6.9
50	COc1ccc(N2C(=O)CC(N3CCN(CCO)CC3)C2=O)cc1 (stereo not given)	-2.9	0.4	-3.5
51	CC1CCCN(CC(=O)NCCN2C(=O)C(=Cc3ccc4c(c3)OCO4)SC2=S)C1 (stereo not given)	1.9	0.2	-1.3
52	Cc1sc2nc(C(C)C)nc(N3CCN(C(=O)N(C)C)CC3)c2c1C	-5.5	-16.3	-3.5
53	Brc1ccccc1C=NNc1nncc2ccccc12	-5.3	4.0	-8.0
54	O=C(CNCCC1=CCCCC1)Nc1cnccn1	0.7	.	-2.5
55	O=C(NCC(=O)N1CCOC(COc2cccc(C(F)(F)F)c2)C1)c1ccco1 (stereo not given)	3.8	8.2	0.7
56	CCN(CC(=O)N1CCc2sccc2C1c1ccccc1C)S(=O)(=O)c1ccc(Cl)cc1 (stereo not given)	-2.1	0.2	-1.6

Going on with the list.
57	COc1cccc(-c2cc(CNC(=O)C3CCCC3)no2)c1
58	Oc1[nH]c2ccccc2c1N=Nc1cccc(Cl)c1Cl
59	O=C(NCC1(O)CCSC1)c1cc2ccccc2s1 (stereo not given)
60	Cc1[nH]cnc1-c1c(-c2ccccc2)ncn1Cc1cccnc1-n1cncn1
61	CCn1c(CC2CCNCC2)nn(Cc2cccc3ccccc23)c1=O
62	COCC(=O)Nc1ccc(-c2c(-c3ccc(F)cc3)nn(-c3cc(C)ccc3C)c2OC(C)=O)cc1
63	COc1ccc2c(c1)-c1sc(C(=O)NC3CCc4ccccc43)cc1CC2 (stereo not given)
64	CCOc1ccc(-c2nccn2CCc2cn[nH]c2)cn1

assay / compound,57,58,59,60,61,62,63,64
hcGAS inh,-5.2,-6.7,-5.3,-2.2,-5.5,-4.6,-4.5,-12.4
NPYLR7 ag,1.0,-6.0,-1.2,9.3,6.2,-3.1,2.9,0.5
mcGAS inh,-6.0,.,.,-17.4,.,-1.5,-7.2,-12.8

65	O=C(OCc1csc(-c2ccccc2)n1)c1cccc(O)c1
66	COc1ccc2c(c1)CCc1cc(CCC(=O)NCCC3CCCN3C)n(CCc3cccc(F)c3)c1-2 (stereo not given)
67	COc1cc(-c2cc(C(=O)NCc3cc(F)cc(F)c3)c3ccccc3n2)cc(OC)c1OC
68	CSc1ccccc1NC(=O)c1cc(-c2ccc(Cl)cc2)nc2ccccc12
69	COC(=O)c1cc2n(n1)CCCN(C(=O)CCN1CCCCO1)C2
70	O=C(Nc1cccc(-c2nc3cc(Cl)ccc3o2)c1)c1ccc([N+](=O)[O-])cc1
71	Cc1nc2n(n1)C(=O)C(C(c1ccc([N+](=O)[O-])cc1)N1CCc3ccccc3C1)S2 (stereo not given)
72	CCN1C(=O)C(=Cc2ccccn2)SC1=S

assay / compound,65,66,67,68,69,70,71,72
hcGAS inh,2.6,2.8,-2.2,-3.7,-4.2,19.9,0.1,-1.5
NPYLR7 ag,0.5,1.3,12.0,4.3,-3.2,-3.5,9.1,-1.8
mcGAS inh,.,-3.1,-6.2,-6.2,.,-5.3,.,-3.9

73	COC(=O)Cn1c(=O)c2c(nc3n(C(C)C)c(C)c(C)n23)n(C)c1=O
74	COCCCN(Cc1csc(COc2ccc(Cl)cc2)n1)C(=O)COC
75	CC1CC1c1ccc(CN(C)C(=O)Nc2cccnc2)o1 (stereo not given)
76	Cc1[nH]cnc1-c1nccn1C(C)c1cccs1 (stereo not given)
77	CC1CCCCN1CC(=O)N1CC(C(N)=O)Oc2ccccc21 (stereo not given)
78	CN(Cc1cnn(C)c1)C(=O)C1CCCCC1C(=O)O (stereo not given)
79	Cc1ccc(C(=O)c2oc3ccccc3c2N)cc1
80	COCc1cc(=O)[nH]c(N=C(NC(=O)c2ccccc2)Nc2ccc(F)cc2)n1

assay / compound,73,74,75,76,77,78,79,80
hcGAS inh,-4.7,-0.7,-7.3,2.3,-8.7,-2.1,-5.1,-3.1
NPYLR7 ag,-5.0,-0.5,5.7,21.9,-1.3,-1.4,-5.1,-17.4
mcGAS inh,.,0.6,-6.3,.,-7.7,.,-7.0,-6.8

81	Cc1cc2nn(CN(C)Cc3ccccc3)c(=S)n2c2ccccc12
82	COc1ccc(CC(=O)Nc2c(-c3ccc(OC)cc3)nc3cc(C)ccn23)cc1
83	CC1=NN(c2ccccc2)C(=O)/C1=C\c1ccc(Oc2ccc([N+](=O)[O-])cc2[N+](=O)[O-])cc1
84	CCC(=O)NC(N)=Nc1nc(OC)c2cc(C)ccc2n1

assay / compound,81,82,83,84
hcGAS inh,-2.7,-9.2,-4.0,-2.8
NPYLR7 ag,3.3,-9.6,10.9,2.7
mcGAS inh,-2.9,-8.4,-0.4,1.4
